# Assay outcomes: PubChem, National Center for Advancing Translational Sciences (NCATS)
# Pol eta inh – DNA polymerase eta (human) inhibition | Q9Y253 | 1.2% of 390,000 active | Potency, µM (series often up to 114 µM), for the others: at the highest dose activity change, negative = inhibition, most hits filed as inhibitors | recombinant Pol eta, fluorescent DNA replication assay; note: % is set by controls: 0 for no effect and ±100 for the full control effect
#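 Pol eta (10 nM) was preincubated with compounds for 15 min at room temperature, after which fluorescent replication substrate (50 nM final) was added to start the reaction. Fluorescence was read kinetically at 0 and 10 min.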
# G9a inh – G9a (human) methyltransferase inhibition; Q96KQ7; G9a H3K9 monomethylation, AlphaScreen, 2 h; Potency, µM (titrated, usually from 102 µM), without a hit: at the highest dose activity, negative = inhibition, hits mostly inhibitors; 8.8% of 350,000 active; note: % is set by controls: 0 for no effect and ±100 for the full control effect; nearly all actives have a fitted effect of over 75% in size
#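 Methyltransferase reactions run at room temperature for 2 h (20 nM enzyme, 500 nM biotin-H3K9 peptide, 20 uM SAM) after a 15 min compound preincubation; product detected by AlphaScreen beads and anti-H3K9me1 antibody.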
# BAZ2B inh – BAZ2B (human) inhibition; Q9UIF8; AlphaScreen BAZ2B-H3K14Ac peptide displacement; Potency, µM (highest dose often 114 µM), for inactives: at the highest dose activity change, negative = inhibition, hits mostly inhibitors; 4.4% of 360,000 active; AID 504333; note: % is set by controls: 0 for no effect and ±100 for the full control effect; nearly all actives have a fitted effect of over 60% in size
#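 Inhibition is scored as reduced AlphaScreen emission. The BAZ2B/b-H3(5-23)K14Ac complex (50 nM each) in PBS pH 7.4, 0.01% Tween-20 meets compound (up to 110 uM) for 30 min at RT before bead addition.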
# POLK inh – inhibitors of human DNA polymerase kappa; Q9UBT6; purified Pol kappa, fluorescent DNA synthesis assay, 10 min; Potency, µM (series often up to 107 µM), for the others: at the top dose activity, negative = inhibition, actives largely listed as inhibitors; AID 588579; 0.53% of 400,000 active; note: % is set by controls: 0 for no effect and ±100 for the full control effect
#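 Enzyme at 10 nM met test compounds for 15 min at room temperature. Substrate addition (50 nM final) began the reaction, which was monitored by fluorescence at 0 and 10 min.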
# Pol beta inh – blocks human DNA polymerase beta activity | P06746 | Pol beta primer extension/strand displacement, fluorescence kinetic | Potency, µM (top dose mostly 114 µM), for the others: at the top dose activity change, negative = inhibition, usual class: inhibitors | 1.3% of 340,000 active | AID 485314; note: % is set by controls: 0 for no effect and ±100 for the full control effect
#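 Preincubation: enzyme (10 nM) with compound, 15 min, RT. Reaction: substrate added to 50 nM final. Reads: 0 and 10 min. Analysis: normalized, Hill fit.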
# JMJD2A Tudor – JMJD2A Tudor domain (human) inhibition; O75164; 4.4% of 390,000 active; Potency, µM (highest dose often 114 µM), inactives show at the highest dose activity change, negative = inhibition, hits mostly inhibitors; AID 504339; AlphaScreen JMJD2A-Tudor / H3K4me3 peptide binding; note: % is set by controls: 0 for no effect and ±100 for the full control effect; nearly all actives have a fitted effect of over 50% in size
# POLI inh – inhibitors of human DNA polymerase iota | Potency, µM (highest dose often 115 µM), without a hit: at the top dose activity, negative = inhibition, hits mostly inhibitors | Pol iota fluorescent replication assay, 10 min | 1% of 390,000 active | AID 588590
#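 Fluorescent replication assay read twice, at 0 min and 10 min after adding 50 nM (final) substrate. Enzyme (10 nM) and compounds were first incubated 15 min at room temperature; enzyme-free buffer wells were negative controls.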
# BLM inh – inhibitors of human Bloom syndrome helicase BLM | recombinant BLM DNA unwinding, fluorescence dequenching | Potency, µM (titrated, usually from 56.1 µM), inactives show at the highest dose activity change, negative = inhibition, hits mostly inhibitors | 0.2% of 350,000 active | AID 2528;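 note: plate controls were vehicle for no effect and no enzyme for full effect; nearly all actives have a fitted effect of over 35% in size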
# Target sequence (P54132 whole entry, looked up): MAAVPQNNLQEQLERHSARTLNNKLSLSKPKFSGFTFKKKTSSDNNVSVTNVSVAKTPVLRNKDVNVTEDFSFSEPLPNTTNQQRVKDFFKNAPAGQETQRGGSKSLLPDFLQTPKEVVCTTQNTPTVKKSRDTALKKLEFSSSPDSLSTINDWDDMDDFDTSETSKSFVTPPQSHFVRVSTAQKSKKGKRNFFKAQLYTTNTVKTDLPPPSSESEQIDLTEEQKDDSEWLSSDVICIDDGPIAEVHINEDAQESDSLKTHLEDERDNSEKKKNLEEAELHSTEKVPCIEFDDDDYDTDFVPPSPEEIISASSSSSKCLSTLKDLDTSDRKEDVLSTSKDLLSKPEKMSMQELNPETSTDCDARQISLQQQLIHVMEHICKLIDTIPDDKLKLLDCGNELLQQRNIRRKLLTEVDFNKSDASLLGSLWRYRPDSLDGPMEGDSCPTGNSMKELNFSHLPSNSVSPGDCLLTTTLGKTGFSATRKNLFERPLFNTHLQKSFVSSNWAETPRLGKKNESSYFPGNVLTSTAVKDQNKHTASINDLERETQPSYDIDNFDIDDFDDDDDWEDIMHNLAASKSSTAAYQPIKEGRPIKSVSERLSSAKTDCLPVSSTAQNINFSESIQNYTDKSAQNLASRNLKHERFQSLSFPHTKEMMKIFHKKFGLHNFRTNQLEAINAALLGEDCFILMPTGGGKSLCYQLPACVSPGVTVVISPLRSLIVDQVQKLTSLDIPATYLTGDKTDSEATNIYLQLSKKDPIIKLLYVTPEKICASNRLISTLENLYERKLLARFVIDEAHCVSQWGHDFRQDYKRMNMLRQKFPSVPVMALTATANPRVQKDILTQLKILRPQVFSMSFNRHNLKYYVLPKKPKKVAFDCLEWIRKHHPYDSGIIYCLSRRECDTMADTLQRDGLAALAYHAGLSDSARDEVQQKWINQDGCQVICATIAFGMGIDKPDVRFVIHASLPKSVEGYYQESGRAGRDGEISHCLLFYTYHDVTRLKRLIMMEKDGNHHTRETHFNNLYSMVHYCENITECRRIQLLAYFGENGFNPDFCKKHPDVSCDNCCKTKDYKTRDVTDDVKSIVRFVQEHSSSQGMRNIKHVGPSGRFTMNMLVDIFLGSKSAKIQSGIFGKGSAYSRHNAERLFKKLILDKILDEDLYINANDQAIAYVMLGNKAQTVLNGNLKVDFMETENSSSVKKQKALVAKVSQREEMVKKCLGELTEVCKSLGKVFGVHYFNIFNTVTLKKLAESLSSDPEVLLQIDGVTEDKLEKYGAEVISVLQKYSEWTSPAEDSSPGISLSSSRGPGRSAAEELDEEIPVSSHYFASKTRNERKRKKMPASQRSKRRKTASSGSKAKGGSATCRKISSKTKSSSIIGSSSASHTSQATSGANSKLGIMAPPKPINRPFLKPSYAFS
# APEX1 inh – APE1 (human) endonuclease inhibition; P27695; recombinant APE1, TAMRA/BHQ-2 abasic DNA cleavage fluorescence; Potency, µM (top dose mostly 65.8 µM), for the others: top-dose activity change, negative = inhibition, actives largely listed as inhibitors; 0.35% of 350,000 active; AID 2517;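 note: plate controls were vehicle for no effect and reference inhibitor for full effect; nearly all actives have a fitted effect of over 55% in size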
#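 Quantitative HTS: incision of a TAMRA/BHQ-2 double-stranded substrate bearing a tetrahydrofuran abasic site by 0.75 nM APE1 raises fluorescence. Substrate 50 nM final, added after 15 min compound preincubation at room temperature; progress as third-minus-first kinetic read difference.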
# Numbers without * were called inactive; ? = inconclusive; . = not tested or not shown; [ ] = dose if it differs, or a comment. Calls come from the whole dose curve; as a rule, active = well fitted curve in the direction sought with a large enough effect; inconclusive = small, poorly fitted or top-dose-only effect, or another doubt; inactive = no such curve, though single readings can be large; an effect the other way counts as inactive or inconclusive. Potency is the fitted concentration of half-maximal effect. This is a subset, so the mix of outcomes need not match the whole.
# Values run as follows: Pol eta inh	G9a inh	BAZ2B inh	POLK inh	Pol beta inh	JMJD2A Tudor	POLI inh	BLM inh	APEX1 inh
> Cc1ccccc1NC(=O)CC1S/C(=N/c2nccs2)N(C)C1=O (stereo unspecified)
  -7%	-18%	-4%	7%	25%	0%	-6%	1%	0%
> Cc1ccc(C)c(NC(=S)NCC(c2cccnc2)N2CCOCC2)c1 (stereo unspecified)
  -15%	3%	-7%	2%	23%	-12%	0%	2%	-5%
> Cc1sc(C(=O)Nc2ccc3ccccc3c2)cc1CC(=O)O
  -15%	-3%	-14%	6%	18%	-5%	83%[activator]	0%	4%
> COc1ccccc1NC(=O)CN1C(=O)c2cccc3cccc1c23
  -8%	14%[59 µM]	2%	-4%	0%	5%	1%	-6%	.
> O=C(C[n+]1ccc2ccccc2c1)Nc1cc(C(F)(F)F)ccc1Cl
  -4%	4%[59 µM]	-7%	-7%	16%	-26%	18%	-10%	1%
> CCSc1nsc(NC(=O)Nc2ccccc2OC)n1
  -1%	28%	9%	-17%	30%	6%	97%[activator]	-4%	-6%
> CC(OC(=O)Cc1n[nH]c(=O)c2ccccc12)C(=O)Nc1ccccc1[N+](=O)[O-] (stereo unspecified)
  -15%	.	1%	-17%	1%	-21%	30%	-1%	4%
> Cc1nc2cc(NC(=O)Nc3cccc4ccccc34)ccc2n1C
  -15%	?	-13%	-15%	-18%	-1%	146%[activator]	-5%	-2%
> Cc1ccc(-n2nnnc2CS(=O)(=O)c2ccccc2)c(C)c1
  -13%	75%[activator]	4%	-9%	-20%	-3%	9%	-2%	36%
> COc1cc(Cl)c(S(=O)(=O)N2CCN(Cc3ccc4c(c3)OCO4)CC2)cc1Cl
  -24%	-19%	-7%	9%	-3%	-21%	13%	-13%	-5%
> Cc1cccc(C(=O)NCC(=O)N2CCC2)c1
  -7%	-43%[12.7 µM]	-2%	-1%	.	-1%	-13%	.	17%
> CC(C)=CC(=O)Nc1ccc(S(=O)(=O)Nc2ccccn2)cc1
  7%	5%[12.7 µM]	-3%	-12%	3%	-2%	7%	-6%	5%
> CC(C)CNC(=O)COC(=O)CCC(=O)c1ccc(Cl)cc1
  -23%	2%	4%	10%	-16%	-2%	49%[activator]	1%	0%
> NS(=O)(=O)c1cccc(NC(=O)Cn2cnc3ccccc3c2=O)c1
  -9%	-29%[59 µM]	0%	11%	-23%	-4%	26%	-2%	2%
> O=c1nc2c(-c3ccc(F)cc3Cl)n[nH]n2c2ccccc12
  -11%	4%[59 µM]	-2%	-5%[60.1 µM]	23%	-5%	16%	0%	.
> Cc1cc(S(=O)(=O)NCCN(C)C)c(C)s1
  9%	0%[12.7 µM]	-5%	-4%	20%	20%	10%	-2%	-5%
> CCn1nc(C)c(CN2CCC(n3nccc3NC(=O)c3ccc4c(c3)OCO4)CC2)c1C
  -15%	38%	-2%	-2%	42%	10%	0%	4%	17%
> Cc1ccc(S(=O)(=O)Nc2ccccc2CNC2CCCCC2)cc1
  2%	8%	-13%	6%	7%	3%	27%	1%	2%
> CCOc1nc(-c2ccc(OC)cc2)ccc1-c1noc(-c2cc(OC)c(OC)c(OC)c2)n1
  -11%	7%[2.33 µM]	-30%	-20%	9%	-3%	1%	-4%	-1%
> Cc1cccc(NC(=O)Cn2cnc3ccccc3c2=O)c1C
  2%	13%[59 µM]	-29%	1%	0%	-10%	3%	2%	3%
> CCN(c1ccc(OC)cc1)S(=O)(=O)c1nnc(NC(=O)c2ccco2)s1
  ?	?	-28%	-24%	?	-19%	?	-10%	8%
> CN(Cc1ccco1)S(=O)(=O)c1csc(C(N)=O)c1
  -10%	19%[59 µM]	-9%	11%	-3%	-1%	-19%	0%	-3%
> OCCn1c(CSc2nnc(-c3ccco3)n2-c2ccccc2)nc2ccc(Cl)cc21
  ?	?	-5%	2%	20µM*	?	?	0%	1%
> COc1ccc(Nc2nc(Cl)nc(NCCO)n2)cc1
  -7%	18%[59 µM]	-4%	0%	30%	-24%	10%	-4%	1%
> CC1CC(C)CN(CC(=O)c2cccs2)C1 (stereo unspecified)
  -19%	?	-21%	-6%	38%	-8%	79%[activator]	-2%	-2%
> Cc1cc(NO)nc(-c2ccc(Br)cc2)n1
  -2%	?	.	-8%	17%	20µM*	-3%	-2%	2%
> CC(C)(Oc1ccc(Cl)cc1)C(=O)NCCCn1ccnc1
  -5%	-22%[59 µM]	1%	-5%	0%	-16%	23%	0%	5%
> CCCCc1nc(SCC(=O)Nc2nnc(C(C)C)s2)n[nH]1
  -21%	34%[activator]	-12%	-6%	-3%	0%	21%	1%	19%
> S=C(NCc1cccnc1)Nc1ccc(Cl)cc1
  0%	31%[0.501 µM]	-29%	-4%	6%	-8%	-5%	-2%	-1%
> C=C(C)CNC(=S)Nc1sc2c(c1C(=O)OCC)CC(C)(C)OC2
  -7%	14µM*	9%	3%	26%[57.1 µM]	?	17%	2%	0%
> COc1cc2cc(C(=O)N3CCN(c4ccccc4OC)CC3)[nH]c2cc1OC
  -17%	2%	-28%	-2%	1%	-13%	58%[activator]	-2%	15%
> O=C(/C=C/c1ccccc1)CCN1CCCCC1
  -11%	.	.	1%	.	-13%	?	.	.
> O=C(O)c1ccc(NS(=O)(=O)c2cccc(S(=O)(=O)c3ccc(Cl)c(Cl)c3)c2)cc1
  6%	12%[59 µM]	3%	-8%	21%	-16%	36%[activator]	0%	12%[12.4 µM]
> Cc1ccc(-c2cc(C(=O)Nc3sc4c(c3C(=O)NCc3ccco3)CCC4)[nH]n2)c(O)c1
  -1%	15%[59 µM]	-30%	-3%	0%	-8%	1%	-1%	-2%
> Cc1ccc(CNC(=O)c2sc3nc(C)cc(C)c3c2-n2cccc2)cc1
  -11%	-22%[59 µM]	?	-7%	2%	-15%	-25%	-7%	.
> O=C(c1ccccc1Sc1ccc([N+](=O)[O-])cc1)N1CCCCC1
  -12%	-40%[59 µM]	-26%	-9%	8%	-16%	13%	1%	2%
> C#CCOCCOCCOCCNc1nc(N2CCN(C(=O)[C@H]([C@@H](C)CC)n3cc([C@@H](N)CC(C)C)nn3)CC2)nc(N2CCN(C(=O)[C@H](Cc3cc4ccccc4[nH]3)n3cc([C@@H](N)C(C)CC)nn3)CC2)n1 (stereo partly specified)
  .	2%[12.7 µM]	50µM*	.	9%	.	.	-13%	11%
> Cc1cc(=O)[nH]c(SCc2ccc(Cl)cc2)n1
  -12%	.	.	-14%	.	-29%	0%[58.9 µM]	.	.
> CCOC(=O)N1CCC(NC(=O)c2ccc3c(c2)N=C(CC)c2ccccc2S3)CC1
  -20%	12%[59 µM]	-25%	7%	23%	-26%	15%	-5%	25%
> CC(c1ccco1)N(C(=O)c1ccccc1NS(=O)(=O)c1cccc([N+](=O)[O-])c1)c1ccccn1 (stereo unspecified)
  -18%	79µM*	-38%	-13%	-1%	-24%	24%	-3%	-1%

# Fetched one by one from above (three):
# Values run as follows: Pol eta inh	G9a inh	BAZ2B inh	POLK inh	Pol beta inh	JMJD2A Tudor	POLI inh	BLM inh	APEX1 inh
> O=C(/C=C/c1ccccc1)CCN1CCCCC1
  -11%	.	.	1%	.	-13%	?	.	.
> S=C(NCc1cccnc1)Nc1ccc(Cl)cc1
  0%	31%[0.501 µM]	-29%	-4%	6%	-8%	-5%	-2%	-1%
> CC(c1ccco1)N(C(=O)c1ccccc1NS(=O)(=O)c1cccc([N+](=O)[O-])c1)c1ccccn1 (stereo unspecified)
  -18%	79µM*	-38%	-13%	-1%	-24%	24%	-3%	-1%

# The listing continues:
# Values run as follows: Pol eta inh	G9a inh	BAZ2B inh	POLK inh	Pol beta inh	JMJD2A Tudor	POLI inh	BLM inh	APEX1 inh
> CC(=NNc1ccc([N+](=O)[O-])cn1)c1ccc(N)cc1
  -5%	.	.	-11%	.	?	-3%	.	.
> N=c1ccn(Cc2ccc(Cl)cc2Cl)cc1
  -13%	-32%[59 µM]	4%	-1%	-2%	6%	-4%	-9%	1%
> O=C(COc1ccc(S(=O)(=O)N2CCCC2)cc1Cl)Nc1ccc2c(c1)OCO2
  -13%	-7%[12.7 µM]	8%	-6%	4%	-4%	-3%	-1%	13%
> O=C(CSc1nnc(-c2ccccc2)c(-c2ccccc2)n1)N1CCc2ccccc21
  3%	?	1%	1%	-22%	-23%	19%	-2%	-1%
> COc1ccc(C)c(-n2c(=O)n(Cc3ccccc3)c(=O)c3[nH]cnc32)c1
  -7%	12%	1%	5%	0%	-2%	13%	0%	1%
> O=C(N/N=C/C=C/c1ccco1)c1cnccn1
  ?	45µM*	14%	-24%	-14%	50µM*	?	-6%	3%
> Cc1nc(-c2ccc(S(=O)(=O)NCc3cccnc3)s2)cs1
  -4%	?	-23%	-7%	-6%	-16%	-13%	-1%	-5%
> CCN(CC)S(=O)(=O)c1cc(NC(=O)Cc2ccc(S(=O)(=O)N3CCOCC3)s2)ccc1Cl
  -13%	.	.	-7%	.	-24%	-2%	.	.
> CCSc1nc2n(n1)C(c1ccc(CC)cc1)C(C(=O)Nc1ccccc1OC)=C(C)N2 (stereo unspecified)
  6%	10%[59 µM]	-3%	-1%[60.1 µM]	23%	-16%	2%	1%	.
> CC1CC(C)(C)N(C(=O)CN2C(=O)c3ccccc3C2=O)c2ccccc21 (stereo unspecified)
  -6%	17%[59 µM]	-6%	3%[60.1 µM]	33%	-1%	?	-3%	-1%
> C[C@H](CO)N1C[C@H](C)[C@@H](CN(C)S(=O)(=O)c2ccccc2)Oc2ccc(NS(=O)(=O)c3ccc(F)cc3)cc2C1=O
  -12%	.	.	-12%	.	-29%	5%	.	-9%
> C=CCNC(=O)c1cccc(Br)c1
  -1%	18%[59 µM]	2%	-4%	-2%	-11%	41%[activator]	1%	-1%
> O=C1NCC(Nc2ccc(Br)cc2)C(=O)N1 (stereo unspecified)
  -20%	.	.	-2%	.	-13%	77%[activator]	.	.
> O=C1CNC(=O)/C(=C/c2ccco2)N1
  -1%	-43%	-21%	79µM*	-15%	12%	?	2%	?
> CCOc1ccc(/C=C/c2[nH]c(=O)[nH]c(=O)c2[N+](=O)[O-])cc1
  ?	?	-32%	0%	17%	-7%	15%	-13%	32%
